CXXC DNA block = qHTS Fluorescence Polarization Assay for Inhibitors of MLL CXXC domain - DNA interaction; hit rate 0.037% among 290,000; Potency, µM (highest dose often 115 µM), without a hit: at the highest dose activity change, negative = inhibition, usual class: inhibitors; Histone-lysine N-methyltransferase 2A (Homo sapiens), Q03164; MLL-CXXC / FITC-HOXA9 DNA fluorescence polarization; active = well fitted inhibition curve with a large enough effect in the polarisation, with a control signal flat, not every such curve was filed as active; inconclusive = small, poorly fitted or top-dose-only effect, or effect the other way, or a change in a side signal; inactive = no such curve, though single readings can be large or run the other way; the % refers to the polarisation; note: potency is the fitted concentration of half-maximal effect
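Purified MLL-CXXC (added from a 7 uM solution) was preincubated 5 min at ambient with pinned compounds in 50 mM Tris-HCl pH 7.5, 50 mM NaCl, 1 mM DTT, 0.05% BSA. Fluorescein-labeled HOX-A9 DNA (50 nM solution) followed, 30 min, then polarization read.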
Coupling enz = qHTS Assay for Inhibitors of Fructose-1,6-bisphosphate Aldolase from Giardia Lamblia: Coupling assay counterscreen; coupling enzyme system counterscreen, AmpLite Red fluorescence; activity change, negative = inhibition, % at 58.2 µM, hits read low; hit rate 0.67% among 290,000; in the data active = activity change below about -30%; note: % is set by controls: 0 for no effect and ±100 for the full control effect
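Final compound at 57.5 uM, incubated 10 min at RT with coupling enzyme reagent (glyceraldehyde-3-phosphate), then 20 min with substrate and AmpLite Red detection. Fluorescence read at 525/598 nm; tests interference with the coupling assay, not aldolase inhibition.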
GALK inh = qHTS Assay for Inhibitors of Human Galactokinase (GALK) | Potency, µM (highest dose often 57.5 µM), without a hit: at the top dose activity change, negative = inhibition, usual class: inhibitors | hit rate 0.007% among 270,000 | P51570 | Purified GALK, Kinase-Glo residual ATP luminescence; note: potency is the fitted concentration of half-maximal effect; % is set by controls: 0 for no effect and ±100 for the full control effect
Target sequence (P51570 whole entry, looked up): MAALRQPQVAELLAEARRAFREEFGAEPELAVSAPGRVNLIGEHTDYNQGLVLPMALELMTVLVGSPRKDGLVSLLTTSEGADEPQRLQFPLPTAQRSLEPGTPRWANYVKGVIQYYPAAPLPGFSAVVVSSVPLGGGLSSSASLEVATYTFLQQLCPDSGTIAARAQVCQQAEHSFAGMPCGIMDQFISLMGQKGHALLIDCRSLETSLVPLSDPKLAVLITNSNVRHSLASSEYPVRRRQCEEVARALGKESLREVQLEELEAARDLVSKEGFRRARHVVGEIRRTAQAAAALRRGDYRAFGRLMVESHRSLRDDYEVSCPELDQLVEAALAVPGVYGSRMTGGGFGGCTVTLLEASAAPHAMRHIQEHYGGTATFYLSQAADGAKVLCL
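Compounds were pin-transferred into ATP buffer (35 uM final), then GALK plus galactose (5 nM, 100 uM final) was added. After 1 h at room temperature, Kinase-Glo Plus was added and luminescence read after 10 min.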
KCNH2 WT inh = qHTS for Inhibitors of KCHN2 3.1: Wildtype qHTS | Voltage-gated inwardly rectifying potassium channel KCNH2 (Homo sapiens), Q12809 | U2OS, BacMam KCNH2, thallium flux FluxOr; active compounds read low | activity change, % at 1.84 µM | hit rate 0.37% among 340,000;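 active = maximum activity change below -70%; inconclusive = maximum activity change between -70% and -50%; inactive = maximum activity change above -50%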; note: % is set by controls: 0 for no effect and ±100 for the full control effect
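U2OS cells transduced with wild-type KCNH2 virus are loaded with FluxOr dye for 45 min, and thallium flux is measured in kinetic reads before and after stimulation buffer. Rate constants are normalized to DMSO controls.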
Giardia kill = Small Molecules that selectively kill Giardia lamblia: qHTS | activity change, % at 7.66 µM, hits read low | Giardia lamblia trophozoite viability | AID 540267, 2011 | hit rate 0.15% among 340,000; in the data active = activity change below about -80%; inconclusive = between about -30% and that limit;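 note: parasites exposed to compound for two days anaerobically before the ATP read; % is set by controls: 0 for no effect and ±100 for the full control effect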
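Luminescent ATP signal served as the viability read-out, measured 15-30 min after adding ATP detection reagent to trophozoites that had been incubated with compounds for 48 hrs at 37 deg C anaerobically at 100 cells/well.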
TSHR antag = Antagonists of the Thyroid Stimulating Hormone Receptor: HTS campaign; TSHR-expressing cells, TSH-stimulated cAMP HTRF, 2 h; active compounds read low; activity change, negative = inhibition, % at 11.5 µM; hit rate 0.2% among 330,000; AID 504810, 2011;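 active = activity change below a set negative limit, meaning inhibition stronger than a set level, cut at about -70% in these data; inconclusive = activity change between two set negative limits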; note: % is set by controls: 0 for no effect and ±100 for the full control effect
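Freshly harvested TSHR cells receive pin-tooled compound, then EC80 TSH at 4nM final. After 2 hours at 37 deg C, antibody in lysis buffer and cAMP-d2 are added; 30 minutes at ambient temperature precede the HTRF read.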
Tb PFK inh = qHTS Assay to Find Inhibitors of T. brucei phosphofructokinase; Potency, µM (series often up to 57.5 µM), for the others: at the top dose activity, negative = inhibition, hits mostly inhibitors; AID 485367, 2010; ATP-dependent 6-phosphofructokinase (Trypanosoma brucei brucei), O15648; hit rate 0.17% among 330,000; T. brucei PFK, ADP-Glo luminescence;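 note: potency is the fitted concentration of half-maximal effect; 0% = uninhibited 1x PFK enzyme wells and -100% = no-enzyme wells; nearly all actives have a fitted effect of over 60% in size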
Target sequence (O15648 whole entry, looked up): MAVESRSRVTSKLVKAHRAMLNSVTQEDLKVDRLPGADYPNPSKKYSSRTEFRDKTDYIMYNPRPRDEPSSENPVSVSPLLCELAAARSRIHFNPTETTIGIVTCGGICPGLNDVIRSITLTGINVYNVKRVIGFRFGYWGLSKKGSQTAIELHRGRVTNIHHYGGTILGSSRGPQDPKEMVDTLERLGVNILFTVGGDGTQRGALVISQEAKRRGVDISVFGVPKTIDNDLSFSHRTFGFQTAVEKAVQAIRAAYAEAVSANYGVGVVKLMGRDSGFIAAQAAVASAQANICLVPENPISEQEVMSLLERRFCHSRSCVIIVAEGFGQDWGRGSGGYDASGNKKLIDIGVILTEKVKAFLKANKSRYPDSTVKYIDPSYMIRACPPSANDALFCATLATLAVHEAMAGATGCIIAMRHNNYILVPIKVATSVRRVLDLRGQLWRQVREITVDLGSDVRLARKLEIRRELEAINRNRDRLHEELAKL
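Compounds were pin-transferred as a titration series up to 57 uM into substrate buffer (0.5 mM F6P, 0.1 mM ATP, pH 8.0), then 1.25 nM PFK was added and reactions ran 45 min before ADP-Glo detection.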
TCR act = Activators of T cell receptors: qHTS campaign. primary human leukocytes, anti-CD3, IL-2 HTRF, 48 h. Potency, µM (series often up to 9.22 µM), inactives show top-dose activation of IL-2 secretion, most hits filed as activators. 330,000 tested, under 10 active. AID 504894, 2011; note: % of control where 0% means no effect
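1) Mix primary human leukocytes, a-CD3 beads and compound. 2) Incubate 48 hr. 3) Add HTRF IL-2 reagents (a-IL-2-K, a-IL-2-d2).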
BCR signal inh = qHTS Assay to Find Inhibitors of Chronic Active B-Cell Receptor Signaling; ABC-DLBCL IkBa-CBG/CBR reporter, luminescence ratio, 4 h; Potency, µM (top dose mostly 46.1 µM), without a hit: at the highest dose ratio change, negative = lower green/red ratio, hits mostly inhibitors; hit rate 0.05% among 340,000; AID 493014, 2011; active = well fitted inhibition curve with a large enough effect in the signal ratio, with a control signal flat, not every such curve was filed as active; inconclusive = small, poorly fitted or top-dose-only effect, or effect the other way, or a change in a side signal; the % refers to the signal ratio;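 note: potency is the fitted concentration of half-maximal effect; plate controls were basal doxycycline-induced cells for no effect and cells given 10 µM MG132 for full effect; MG132 reads +100%, hits lower the ratio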
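Cell line TMD8 (human ABC DLBCL), stably expressing tet-inducible CBG68-IkBa fusion and CBR; IMDM/0.5% FBS; cpd up to 46 uM; dox induction, 4 h, 37C/5% CO2; dual luminescence; green/red ratio; MG132 control.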
AT treatment = qHTS Assay for Identifying a Potential Treatment of Ataxia-Telangiectasia; […] A-T fibroblasts, KAP-1 phosphorylation AlphaLISA; neocarzinostatin DNA damage 30 min before lysis; hit rate 0.19% among 320,000; Potency, µM (highest dose often 57.5 µM), inactives show top-dose activation, actives largely listed as activators; note: potency is the fitted concentration of half-maximal effect; % of control where 0% means no effect; nearly all actives have a fitted effect of over 45% in size
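hTERT-immortalized A-T patient fibroblasts ([…]), 500 cells/well in OPTI-MEM, 1% FBS, got compounds for 60 min, then NCS for 30 min at 37C. Lysates were then assayed for phospho-KAP-1 by AlphaLISA (anti-pKAP1 donor, anti-KAP1 acceptor beads), 6 hr at 25C.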
An asterisk follows results filed as active; ? = inconclusive; / = not tested or not shown; [ ] = another dose, or the depositor's remark. Unless noted, calls come from the whole dose curve; as a rule, active = well fitted curve in the direction sought with a large enough effect; inconclusive = small, poorly fitted or top-dose-only effect, or another doubt; inactive = no such curve, though single readings can be large; an effect the other way counts as inactive or inconclusive.

SMILES | CXXC DNA block | Coupling enz | GALK inh | KCNH2 WT inh | Giardia kill | TSHR antag | Tb PFK inh | TCR act | BCR signal inh | AT treatment
CCO/C=C/C(O)(CNC(=O)COc1ccccc1F)C(F)(F)F (stereo not given) | -4% | 1 | -2% | 4 | -1 | 5 | -1% | / | 1% | 0%
CC1CCCC(NC(=O)CN(C)S(=O)(=O)c2cccc3cccnc23)C1C (stereo not given) | 0% | 0 | 1% | -3 | 5 | -11 | -2% | 3% | -5% | 7%
CCOC(=O)c1c(C)c(C(=O)OCC)n(C)c1C | ? | 8 | 5% | -3 | 4 | 14 | -13% | -10% | ? | -5%
Cc1ccc(SCc2c(C(=O)N/N=C/c3ccoc3)nnn2-c2nonc2N)cc1 | 0% | 0 | -4% | 5 | -24 | -18 | -4% | 2% | 7% | -1%
Cc1cccc(NC(=O)c2cc(Cl)ccc2[N+](=O)[O-])c1 | -5% | 4 | 2% | -2 | -2 | 1 | 0% | 12%[46.1 µM] | 2% | -6%
Nc1cccc(S(=O)(=O)c2ccc(N)c(N)c2)c1 | -1% | 3 | 0% | 1 | -16 | 15 | 3% | 1% | ? | 3%
O=C(Nc1cccc(S(=O)(=O)N2CCCCC2)c1)c1cnccn1 | -3% | -3 | -1% | 6 | -4 | 16 | -2% | -2% | -15% | 3%
Cc1nnc(NC(=O)CCSc2ccc(Cl)cc2)s1 | 12% | -2 | 0% | -8 | 20 | -5 | 2% | -6% | 0% | 1%
CC(C)Oc1ccc(C(=O)NN2C(=O)NC3(CCCCC3)C2=O)cc1 | / | / | / | -20 | -19 | 12 | 3% | -3% | 3% | -6%
O=C(NCc1cccnc1)C1CCN(S(=O)(=O)N2CCC3(CC2)OCCO3)CC1 | -6% | -4 | 2% | -11 | -4 | -2 | -1% | -2% | -3% | 8%
COc1ccc(N(C)S(=O)(=O)c2cccc(C(=O)NCc3ccc4c(c3)OCO4)c2)cc1 | 4% | 1 | 3% | -10 | 6 | 7 | -1% | 2% | -18% | 9%
O=C(CN1C(=O)S/C(=C/c2cccs2)C1=O)N1CCOCC1 | -4% | 5 | 0% | -1 | 4 | 8 | 0% | 0% | -3% | 0%
CCCCCCCSc1nc(N)cc(=O)[nH]1 | -4% | 0 | -2% | -7 | 5 | 9 | 0% | 1% | ? | /
CC(C)NC(=O)N(C)C[C@H]1Oc2ccc(NC(=O)CCC(F)(F)F)cc2C(=O)N([C@H](C)CO)C[C@@H]1C | / | / | / | 2 | 22 | -1 | 0% | -5% | ? | 2%
CCCCSc1nnc(CCC)n1N | 0% | 0 | -1% | -3 | 12 | -9 | -2% | -2%[46.1 µM] | -2% | 0%
CCOC(=O)CN1N=C(/C=C/c2ccc(C)cc2)CCC1=O | 0% | 0 | 0% | 5 | -6 | -2 | -2% | -1% | 0% | -8%
CCOC(=O)c1cc2c(=O)n3cccc(C)c3nc2n(CCOC)c1=NC(C)=O | -1% | -1 | 6% | 1 | 9 | -3 | 0% | -12% | 7% | 10%
Cc1cc(NC(=O)C(C)C)ncc1NC(=O)c1ccccn1 | 3% | 1 | -3% | 0 | -6 | 1 | 2% | 0% | -1% | 3%
NS(=O)(=O)c1cc(C(=O)NC2CCSc3ccccc32)ccc1Cl (stereo not given) | ? | -2 | -2% | 0 | -12 | -5 | ? | -4% | 6% | -2%
O=C(N/N=C/c1cccc2ccccc12)c1ccncc1 | -3% | -4 | 1% | -6 | -25 | -22 | -2% | -9% | -5% | 0%
CCCCn1nc(C(=O)NCC(=O)Nc2c(C)cccc2C)c2ccccc2c1=O | / | / | / | -9 | -1 | -3 | -1% | 4% | 6% | 0%
CCNc1nc(=S)nc(NCc2ccccc2)[nH]1 | -7% | 0 | 11% | / | / | 2 | -2% | / | 5% | -3%
CCOC(=O)N1CCN=C1SCc1ccc(Cl)c(Cl)c1 | -5% | -2 | -1% | -7 | 23 | -13 | ? | -6% | ? | 5%
CCN(Cc1nc2ccccc2c(=O)[nH]1)C(=O)COc1ccccc1Cc1ccccc1 | / | / | / | 3 | -1 | -11 | -4% | 5% | ? | 9%
CCN1CCc2c(sc(NC(=S)NC(=O)c3ccc(Cl)cc3)c2C(N)=O)C1 | 1% | -6 | -3% | -3 | -2 | -4 | 1% | 1% | ? | -21%

Another view of 3 compounds above.
NS(=O)(=O)c1cc(C(=O)NC2CCSc3ccccc32)ccc1Cl (stereo not given)
  CXXC DNA block: ?	Coupling enz: -2	GALK inh: -2%	KCNH2 WT inh: 0	Giardia kill: -12	TSHR antag: -5	Tb PFK inh: ?	TCR act: -4%	BCR signal inh: 6%	AT treatment: -2%
CCOC(=O)c1c(C)c(C(=O)OCC)n(C)c1C
  CXXC DNA block: ?	Coupling enz: 8	GALK inh: 5%	KCNH2 WT inh: -3	Giardia kill: 4	TSHR antag: 14	Tb PFK inh: -13%	TCR act: -10%	BCR signal inh: ?	AT treatment: -5%
Cc1nnc(NC(=O)CCSc2ccc(Cl)cc2)s1
  CXXC DNA block: 12%	Coupling enz: -2	GALK inh: 0%	KCNH2 WT inh: -8	Giardia kill: 20	TSHR antag: -5	Tb PFK inh: 2%	TCR act: -6%	BCR signal inh: 0%	AT treatment: 1%

Following part
SMILES | CXXC DNA block | Coupling enz | GALK inh | KCNH2 WT inh | Giardia kill | TSHR antag | Tb PFK inh | TCR act | BCR signal inh | AT treatment
O=C(NCc1ccc2c(c1)OCO2)Nc1ccc(Cl)cc1 | ? | -1 | 1% | -29 | -25 | -1 | -4% | 0% | ? | 5%
COc1ccc(OC)c(S(=O)(=O)Nc2cc3c4c(c2)CCC(=O)N4CCC3)c1 | / | / | / | -6 | -6 | -7 | 4% | 0% | ? | 11%
CCNC(=O)c1ccc(OCC(=O)Nc2ccc(F)cc2)c(OC)c1 | 29% | 5 | 0% | 1 | -12 | -2 | -6% | -148% | -9% | 3%
CCO[C@H]1OC(C(=O)NC2CC2)=C[C@@H](C2CCCCC2)[C@@H]1CCCO | 2% | 1 | -2% | 3 | -13 | -4 | -2% | 3% | 3% | 13%
COC(=O)COc1cc(C)cc2oc(=O)c(CC(=O)OC)c(C)c12 | 18% | 5 | -2% | -5 | 27 | 5 | -13% | -14% | 4% | 0%
Cc1ccc(C(=O)N(CCc2ccccc2)Cc2ccccc2)cc1S(=O)(=O)N1CCCCC1 | / | / | / | 2 | 10 | -6 | 1% | -7% | 9% | 16%
Cn1c(N)c(S(=O)(=O)NCc2ccc(Cl)cc2)c(=O)n(C)c1=O | 1% | 0 | 12% | 4 | -8 | -5 | -2% | -1% | 5% | -5%
CCOC(=O)C1CCCN(CCC(=O)Nc2ccc(C)cc2)C1 (stereo not given) | 1% | -2 | 1% | 3 | -10 | 9 | 2% | -5%[46.1 µM] | -1% | /
CCOc1ccc(N(C(=O)C2CCCO2)C2C=CS(=O)(=O)C2)cc1 (stereo not given) | -11% | -1 | 0% | 4 | -4 | 9 | -1% | -1% | 1% | -2%
COc1ccc(CNC(=O)CNC(=O)c2sc3ccccc3c2Cl)cc1OC | / | / | / | 0 | 6 | 6 | -7% | -6% | ? | -8%
O=C(CSc1ncccn1)N/N=C/c1cccc([N+](=O)[O-])c1 | 11% | -2 | 1% | 3 | 7 | -3 | -4% | 7%[46.1 µM] | 10% | 2%
C=CCSc1ccccc1C(=O)Nc1ncn[nH]1 | -7% | -6 | -1% | -6 | 1 | -8 | -2% | 3% | -3% | -9%
CCCCCCC(=O)Nc1nc(C)c(-c2csc(Nc3cc(Cl)ccc3OC)n2)s1 | -1% | -2 | 1% | -3 | 5 | -18 | -3% | 0% | -1% | 1%
COc1ccc2cc3cc(C(=O)NCC4CCCO4)oc3nc2c1 (stereo not given) | 3% | -1 | 0% | -6 | 3 | -7 | -1% | -3% | 1% | 2%
C=CCNc1oc(-c2ccc(Cl)cc2)nc1C#N | / | / | / | / | -6 | 17 | 0% | -1% | 1% | -5%
CCOC(=O)N1CCN(C(=S)Nc2cccc(C)c2)CC1 | 0% | -2 | -1% | -3 | 3 | 1 | -3% | 4% | 5% | 17%
COC(=O)c1nnn(CC(=O)Nc2ccc(C)c(F)c2)c1C(=O)OC | 4% | -2 | 1% | -1 | -4 | 11 | 0% | 4% | 7% | -6%

Screens deposited in PubChem BioAssay by National Center for Advancing Translational Sciences (NCATS).
